Glyco luc inh – N-linked glycosylation inhibition | D54 ERlucT glycosylation luciferase reporter, 24 h; percent of 100 nM tunicamycin response | reporter increase, % at 12.5 µM | AID 588692 | actives 0.23% (n = 360,000);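 active means mean luciferase reporter signal, scaled so untreated is 0 and the glycosylation-blocking control 100, at or above a set limit in every replicate; inconclusive means mean reaches the limit but not every replicate does; inactive means mean below the limit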;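 further: luciferase carries N-glycosylation sites so blocking glycosylation raises the light; 0% = median of neutral control wells and 100% = median of 100 nM tunicamycin wells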
CaV13 FRET inh – Primary screen for inhibitors of IQ motif and Ca2+-dependent inactivation inhibitor domain binding in CACNA1D, Förster resonance energy transfer in living cells, …. inhibition, % at 12.3 µM. HEK cells, CFP/YFP FRET ICDI-IQ, plate reader, 10 min; percent FRET-ratio fall versus neutral wells. AID 743397. actives 0.098% (n = 340,000);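 active means mean replicate inhibition of at least 30% and at least 1% of replicates passing that level; inconclusive means only one of the two criteria is met; inactive means neither criterion is met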;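 further: 0% = median of the neutral control wells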
PDI turbidity – blocks human protein disulfide isomerase activity; P07237; actives 0.052% (n = 350,000); inhibition, % at 10 µM; PDI insulin aggregation turbidity, A650, 90 min;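 active means mean inhibition across replicates of 30% or more, whatever share of single replicates reach that level; inconclusive means mean inhibition below 30% while every single replicate reaches 30%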;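 further: absorbance from insulin aggregation driven by PDI reduction with DTT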
Vif imaging – blocks HIV Vif function; actives 0.35% (n = 340,000); AID 602346; inhibition, % at 7.49 µM; HEK293T cells, Vif self-association by quenched fluorescence, imaging, 24 h; in the data active means inhibition above about 50%, passing the limit was not always enough; inconclusive means no clear call, values can overlap the other calls; inactive means below about 31%; further: some results filed as inactive read as strong as hits
H9c2 protect – myocardial damage modulation in H9c2 cells. actives 0.63% (n = 360,000). protection from H2O2 cell death, % at 20 µM. H9c2 cardiomyocytes, H2O2 injury protection, ATPLite, 2 h;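 active means compounds giving at least 50% protection of heart cells from peroxide-induced death in the single-dose screen, raw or plate-pattern-corrected value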;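 further: 0% = DMSO wells with peroxide and 100% = DMSO wells without peroxide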
ABCB6 inh MLPCN – inhibitors of human ABC transporter ABCB6; Q9NP58; K562-ABCB6 porphyrin accumulation, flow cytometry, 1 h; hits give low values; fluorescence ratio to DMSO, % at 10 µM; actives 0.19% (n = 360,000);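 active means fluorescence ratio to DMSO below 75%, the collection mean minus 3 SD; inconclusive means too few cells collected in the well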;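 further: signal is porphyrin accumulated inside mitochondria; 100% equals median channel fluorescence of DMSO control wells; lower ratio means ABCB6 inhibition with less porphyrin fluorescence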
HTR2A ag – activates the mouse 5-HT2A serotonin receptor | P35363 | actives 0.66% (n = 360,000) | CHO-K1 mHTR2A beta-arrestin complementation, luminescence; percent of 30 µM serotonin response | activation, % at 7.6 µM | AID 624169;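 active means activation above a run cutoff, the mean activation of all tested compounds plus 3 SD, cut at about 14% in these data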;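 further: 0% = plate median of compound wells and 100% = 30 µM serotonin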
Target sequence (P35363 whole entry, looked up): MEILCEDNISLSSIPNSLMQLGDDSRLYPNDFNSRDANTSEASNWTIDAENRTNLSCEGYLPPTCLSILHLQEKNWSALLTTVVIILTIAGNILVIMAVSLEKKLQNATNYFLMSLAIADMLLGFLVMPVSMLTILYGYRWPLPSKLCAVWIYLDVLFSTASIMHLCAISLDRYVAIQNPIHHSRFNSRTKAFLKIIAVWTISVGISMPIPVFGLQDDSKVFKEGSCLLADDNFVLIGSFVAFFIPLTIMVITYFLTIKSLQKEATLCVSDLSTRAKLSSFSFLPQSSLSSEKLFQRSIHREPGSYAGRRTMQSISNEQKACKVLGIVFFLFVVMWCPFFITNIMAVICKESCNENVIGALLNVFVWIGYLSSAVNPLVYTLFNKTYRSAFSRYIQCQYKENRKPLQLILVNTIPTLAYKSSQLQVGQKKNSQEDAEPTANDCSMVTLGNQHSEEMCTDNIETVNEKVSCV
MC4R barr agon – human MC4R agonism via beta-arrestin; P32245; U2OS MC4R beta-arrestin complementation, luminescence; percent of melanotan II response, DMSO zero; activation, % at 8.9 µM; actives 0.98% (n = 360,000);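 active means activation above a per-plate cutoff, the mean activation of sample wells on that plate plus 3 SD, cut at about 8% in these data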
Target sequence (P32245 whole entry, looked up): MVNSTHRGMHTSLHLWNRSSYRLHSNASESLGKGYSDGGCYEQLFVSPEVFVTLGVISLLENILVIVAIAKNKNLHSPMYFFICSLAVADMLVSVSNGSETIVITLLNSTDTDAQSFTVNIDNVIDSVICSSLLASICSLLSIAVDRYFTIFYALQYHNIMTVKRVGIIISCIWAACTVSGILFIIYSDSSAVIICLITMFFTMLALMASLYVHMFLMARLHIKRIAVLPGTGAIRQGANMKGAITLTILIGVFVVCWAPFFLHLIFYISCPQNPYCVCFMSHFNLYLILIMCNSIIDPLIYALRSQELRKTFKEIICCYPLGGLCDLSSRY
MC4R antagonist – human MC4R antagonism in cAMP assay; MC4R-expressing cells, MTII-stimulated cAMP, LANCE TR-FRET; inhibition, % at 6.5 µM; actives 0.48% (n = 360,000);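 active means inhibition above its plate's cutoff, the mean of tested wells on that plate plus 3 SD, cut at about 29% in these data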;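 further: 0% = Melanotan II alone and 100% = Melanotan II plus saturating MCL0020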
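System: U2OS-MC4R stable cell line; Technique: Eu-cAMP/anti-cAMP TR-FRET, emission 671 nm; Repeats: single well per compound; Also added: Melanotan II; Dosing: one concentration, 6.5 µM nominal; Schedule: 30-min compound, 1-h challenge, 1-h detection, room temperature.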
aDG glyco act – increases alpha dystroglycan glycosylation; Pro5-aDG cells, alpha-DG glycosylation AlphaScreen (IIH6); 0% Pro5, 100% B10-LARGE cell signal; AID 624168; activation, % at 10 µM; actives 0.22% (n = 360,000);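 active means activation of at least 8% versus controls, or a plate z-score of at least 8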;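 further: Pro5 are CHO cells carrying HIG-tagged alpha-DG that lacks glycosylation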
* marks the source's active call; other numbers are inactive results; ? = inconclusive; / = not tested or not shown. Compounds were not picked by outcome. About 3.6% of those tested had a hit in this group.

SMILES	Glyco luc inh	CaV13 FRET inh	PDI turbidity	Vif imaging	H9c2 protect	ABCB6 inh MLPCN	HTR2A ag	MC4R barr agon	MC4R antagonist	aDG glyco act
O=C(NC(NC1CCS(=O)(=O)C1)C(=O)c1ccccc1)c1ccc(Cl)cc1 (configuration not stated)	0	-7	-1	-4	1	95	0	-1.2	5	0.0
Cn1c(C(=O)O)c(S(=O)(=O)c2ccc(Cl)cc2)c2ccccc21	0	-20	7	-11	5	105	9	-1.1	13	-0.1
CCOC(=O)c1c(CC(C)C)csc1NC(=O)CCl	1	/	7	-2	-14	87	0	3.6	20	0.2
NC(=O)C(F)(F)C12OC3C4C5CC(C6C5C3C61)C42 (configuration not stated)	0	-10	-6	20	5	86	-1	-0.7	0	0.0
Cc1ccc(NC(=O)c2cnccn2)cc1S(=O)(=O)N(C)C	-5	-2	8	-2	-2	95	5	-1.5	-4	-0.1
COc1ccc(/C=N/NC(=O)c2ccn[nH]2)cc1COc1ccc(Cl)cc1	-5	-5	1	8	63*	97	-6	-0.2	2	0.1
O=C(/C=C/c1ccc(O)cc1)c1c(O)cc(O)cc1O	0	/	/	3	-2	97	-4	-0.1	5	0.2
CN1CCC(NCCC(c2ccc(F)cc2)c2ccc(Cl)cc2)CC1 (configuration not stated)	-5	-4	15	-3	-13	99	7	0.0	16	-0.1
Cc1cc(N/N=C/c2ccc([N+](=O)[O-])o2)nc2ccccc12	?	-132	-7	-1	10	556	-6	-3.8	8	8.2*
CCc1ccc(C(O)(CC)C(CN2CCOCC2)c2ccccc2)cc1 (configuration not stated)	-5	-5	1	-4	-5	100	-5	2.7	2	0.2
O=C(c1cc[n+]([O-])cc1)N1CCCC(N2CCN(c3cccc(C(F)(F)F)c3)CC2)C1 (configuration not stated)	-2	-6	4	-1	-4	106	1	-4.5	9	0.1
CCOC(=O)c1c(C)c(C)n2c1NC(=O)C2	0	-9	/	3	-1	103	12	/	/	0.0
CC1CN(c2nc3ccccc3nc2C(C#N)C(=O)NCc2ccc3c(c2)OCO3)CC(C)O1 (configuration not stated)	-2	/	8	-7	10	105	4	1.6	-5	0.1
Cc1ccc(OCCNCC(O)COc2ccccc2)cc1 (configuration not stated)	1	-3	9	-9	1	99	-9	2.4	-3	0.2
COc1ccc(NC(=O)C2CC(=O)NC(Nc3cccc(C)c3)=N2)cc1 (configuration not stated)	-1	-5	-8	11	13	96	0	-1.1	2	0.1
Cc1ccc(S(=O)(=O)N(C(=O)c2ccncc2)c2ccc(OC(=O)c3ccncc3)c3ccccc23)c(C)c1	7	/	20	1	-31	100	-3	-2.6	-6	0.7
Oc1c(Cl)cc(Cl)c2cccnc12	4	-49	-7	-1	-3	106	1	-3.0	0	-0.2
C=Cn1nc(C)c2ccccc2c1=O	3	-6	-1	15	9	101	-5	-3.1	-2	-0.2
CN1C[C@@H]2C(c3ccc(C(F)(F)F)cc3)C3(c4cccnc4)CC2(C3)[C@H]1c1ccccc1 (some centres not stated)	-5	-6	-5	-3	-12	96	4	1.5	1	-0.1
CCOc1cc(C(=S)N2CCOCC2)ccc1OC	-1	-5	2	66*	1	98	-2	-0.7	7	0.5
Cc1ccc(CC2SC(N=C(N)N)=NC2=O)cc1 (configuration not stated)	-1	-3	-15	-3	10	96	-3	-3.4	3	-0.1
c1ccc(Nc2n[nH]nc2-c2ccccc2)cc1	2	-5	2	11	-14	102	0	-0.5	15	-0.4
CC(C)Oc1ccc(/C(O)=C2/C(=O)C(=O)N(CCN3CCNCC3)C2c2ccc(C(C)C)cc2)cc1 (configuration not stated)	1	-18	-4	8	-2	99	-3	0.8	11	-0.1
CCOC(=O)N1CCN(C(=O)CSc2nc(=O)n3cccc(C)c3n2)CC1	-1	-4	8	-4	0	96	3	-1.6	4	0.1
Cc1occc1-c1nnc(SCC(=O)N2CCCc3ccccc32)n1Cc1ccco1	1	/	1	/	5	94	1	-1.0	-1	-0.1

Reformatted: results already given
Cc1occc1-c1nnc(SCC(=O)N2CCCc3ccccc32)n1Cc1ccco1
  Glyco luc inh = 1	CaV13 FRET inh = /	PDI turbidity = 1	Vif imaging = /	H9c2 protect = 5	ABCB6 inh MLPCN = 94	HTR2A ag = 1	MC4R barr agon = -1.0	MC4R antagonist = -1	aDG glyco act = -0.1
Cc1ccc(S(=O)(=O)N(C(=O)c2ccncc2)c2ccc(OC(=O)c3ccncc3)c3ccccc23)c(C)c1
  Glyco luc inh = 7	CaV13 FRET inh = /	PDI turbidity = 20	Vif imaging = 1	H9c2 protect = -31	ABCB6 inh MLPCN = 100	HTR2A ag = -3	MC4R barr agon = -2.6	MC4R antagonist = -6	aDG glyco act = 0.7

(list continues)
SMILES	Glyco luc inh	CaV13 FRET inh	PDI turbidity	Vif imaging	H9c2 protect	ABCB6 inh MLPCN	HTR2A ag	MC4R barr agon	MC4R antagonist	aDG glyco act
CCc1ccc(NC(=O)CCNS(=O)(=O)c2cccc3nsnc23)cc1	-1	/	-2	3	5	101	3	-0.8	-1	0.0
C[C@H](CO)N1C[C@H](C)[C@@H](CN(C)C(=O)NC2CCCCC2)Oc2c(NC(=O)Nc3ccc(C(F)(F)F)cc3)cccc2C1=O	-5	-5	3	-4	25	95	9	0.2	30*	0.5
c1ccc(CCC2CCCCN2Cc2nc(C3CC3)no2)cc1 (configuration not stated)	-1	5	-11	-3	2	108	-2	4.6	9	-0.3
COc1ccccc1N(CC(=O)NC1CCCCC1)S(=O)(=O)c1ccccc1	-3	-2	-1	1	-2	91	2	0.7	-7	0.0
Cc1oc2ncnc(N)c2c1C	1	-5	-1	-3	20	91	2	-1.5	-4	0.2
Cc1noc(C)c1COc1ccccc1C(=O)NCCc1ccccc1	-3	-4	1	/	5	99	3	-0.9	8	-0.1
Cc1cccc(N=C2NN=C(c3ccc4c(c3)OCCO4)CS2)c1	-10	-7	-3	/	-16	95	4	1.1	0	-0.1
O=C(NCCOc1ccc(F)cc1)C1CCC(=O)N(Cc2ccc(Cl)cc2)C1 (configuration not stated)	-1	-6	-49	3	-2	98	-6	-2.0	1	0.0
Cc1noc(C)c1COc1ccc(C(=O)OCC(=O)Nc2cccc(S(=O)(=O)N3CCOCC3)c2)cc1	4	-1	7	3	-2	103	-2	-0.7	2	-0.1
O=C(O)/C(=C\c1cccc(O)c1)c1ccc(S(=O)(=O)N2CCCC2)s1	3	-17	-12	12	7	94	3	-1.0	2	0.0
CCN1CCN(CCNC(=O)CCCCCn2c(=O)[nH]c3cc(C(=O)OC)ccc3c2=O)CC1	0	-8	2	-2	-1	90	0	-0.5	9	-0.3
CC(C)NC(=O)c1cc2n(n1)C(C(F)(F)F)CC(c1ccco1)N2 (configuration not stated)	1	-1	11	-7	4	92	4	-1.7	-3	-0.1
O=C(CSc1cccc(C(F)(F)F)c1)Nc1ccc(Cl)cc1Cl	0	-5	-1	-11	-8	95	1	3.1	0	-0.1
C[n+]1c2n(c3ccccc31)N=C(c1ccc(-c3ccccc3)cc1)CS2	8	2	-4	/	-23	95	-7	-1.4	-3	-0.2
CCC(Sc1ncccc1C(=O)OC(C)C)C(=O)N1CCOCC1 (configuration not stated)	3	-5	19	0	6	101	-2	-1.0	2	-0.1
Oc1ccc(C[C@H]2CNCCN2CCc2cc(C(F)(F)F)cc(C(F)(F)F)c2)cc1	11	-10	3	-2	-6	95	-4	0.5	-1	0.8
Cc1cc(C)c2c(N=NN3CCCCC3)[nH]nc2n1	-2	-15	3	4	0	95	6	3.2	1	0.2
CC(O)(c1ccc(F)c(F)c1)c1nc(-c2cc(F)cc(F)c2)cs1 (configuration not stated)	-2	-7	-2	-4	-22	96	-3	-1.8	2	0.0
COC(=O)[C@]1(Cc2ccccc2)N[C@H](CN(C)S(=O)(=O)c2ccc(OC)cc2)[C@@H]2C(=O)N(C)C(=O)[C@@H]21	2	-6	-2	-3	23	96	-2	-0.1	-4	0.2

An excerpt taken from the entries so far:
SMILES	Glyco luc inh	CaV13 FRET inh	PDI turbidity	Vif imaging	H9c2 protect	ABCB6 inh MLPCN	HTR2A ag	MC4R barr agon	MC4R antagonist	aDG glyco act
CC(O)(c1ccc(F)c(F)c1)c1nc(-c2cc(F)cc(F)c2)cs1 (configuration not stated)	-2	-7	-2	-4	-22	96	-3	-1.8	2	0.0
COC(=O)[C@]1(Cc2ccccc2)N[C@H](CN(C)S(=O)(=O)c2ccc(OC)cc2)[C@@H]2C(=O)N(C)C(=O)[C@@H]21	2	-6	-2	-3	23	96	-2	-0.1	-4	0.2

4 entries from above, arranged by the number in Vif imaging, ascending:
SMILES,Glyco luc inh,CaV13 FRET inh,PDI turbidity,Vif imaging,ABCB6 inh MLPCN,HTR2A ag,MC4R barr agon,MC4R antagonist,aDG glyco act
COC(=O)[C@]1(Cc2ccccc2)N[C@H](CN(C)S(=O)(=O)c2ccc(OC)cc2)[C@@H]2C(=O)N(C)C(=O)[C@@H]21,2,-6,-2,-3,96,-2,-0.1,-4,0.2
Oc1ccc(C[C@H]2CNCCN2CCc2cc(C(F)(F)F)cc(C(F)(F)F)c2)cc1,11,-10,3,-2,95,-4,0.5,-1,0.8
Cc1noc(C)c1COc1ccc(C(=O)OCC(=O)Nc2cccc(S(=O)(=O)N3CCOCC3)c2)cc1,4,-1,7,3,103,-2,-0.7,2,-0.1
Cc1cc(C)c2c(N=NN3CCCCC3)[nH]nc2n1,-2,-15,3,4,95,6,3.2,1,0.2
